High-throughput results: PubChem, several laboratories
GalR3 antag: GalR3 antagonists in HEK293 cells, primary screen, cell-based, fluorescence readout | Galanin receptor type 3 (Homo sapiens), O60755 | HEK293 GalR3-CNG cAMP membrane potential fluorescence; galR3 body fused to GalR1 C-terminus | inhibition, % at 3 µM | 360,000 compounds, 0.44% hits;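 active = inhibition above the screen-wide average plus 3 SD, cut at about 13% in these data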;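 also: forskolin and galanin both at EC90 stimulate the cells; cAMP rise reported by CNG channel membrane potential dye signal; 0% = forskolin plus galanin with DMSO and 100% = forskolin alone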
CRFBP-R2 block: antagonists of CRF-BP/CRF-R2 complex, primary screen, cell-based, HEK293, calcium dye fluorescence, uHTS. AID 588475, 2011. CRF-induced calcium fluorescence. inhibition, % at 11.8 µM. 350,000 compounds, 0.59% hits;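 active = inhibition of the ligand-induced calcium signal above about 50% at the single tested concentration, limit read from the data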
IDE act: human IDE activators in live cells, primary screen, fluorescence polarization, HEK cells, FAbeta-B substrate. Insulin-degrading enzyme (Homo sapiens), P14735. FAbeta-B cleavage; 0% vehicle, 100% cell-free pure enzyme wells. activation, % at 5.96 µM. 340,000 compounds, 0.073% hits;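 active = activation above the mean of all tested compounds plus 3 SD, set per screening campaign, cut at about 17% in these data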
Target sequence (P14735 whole entry, looked up): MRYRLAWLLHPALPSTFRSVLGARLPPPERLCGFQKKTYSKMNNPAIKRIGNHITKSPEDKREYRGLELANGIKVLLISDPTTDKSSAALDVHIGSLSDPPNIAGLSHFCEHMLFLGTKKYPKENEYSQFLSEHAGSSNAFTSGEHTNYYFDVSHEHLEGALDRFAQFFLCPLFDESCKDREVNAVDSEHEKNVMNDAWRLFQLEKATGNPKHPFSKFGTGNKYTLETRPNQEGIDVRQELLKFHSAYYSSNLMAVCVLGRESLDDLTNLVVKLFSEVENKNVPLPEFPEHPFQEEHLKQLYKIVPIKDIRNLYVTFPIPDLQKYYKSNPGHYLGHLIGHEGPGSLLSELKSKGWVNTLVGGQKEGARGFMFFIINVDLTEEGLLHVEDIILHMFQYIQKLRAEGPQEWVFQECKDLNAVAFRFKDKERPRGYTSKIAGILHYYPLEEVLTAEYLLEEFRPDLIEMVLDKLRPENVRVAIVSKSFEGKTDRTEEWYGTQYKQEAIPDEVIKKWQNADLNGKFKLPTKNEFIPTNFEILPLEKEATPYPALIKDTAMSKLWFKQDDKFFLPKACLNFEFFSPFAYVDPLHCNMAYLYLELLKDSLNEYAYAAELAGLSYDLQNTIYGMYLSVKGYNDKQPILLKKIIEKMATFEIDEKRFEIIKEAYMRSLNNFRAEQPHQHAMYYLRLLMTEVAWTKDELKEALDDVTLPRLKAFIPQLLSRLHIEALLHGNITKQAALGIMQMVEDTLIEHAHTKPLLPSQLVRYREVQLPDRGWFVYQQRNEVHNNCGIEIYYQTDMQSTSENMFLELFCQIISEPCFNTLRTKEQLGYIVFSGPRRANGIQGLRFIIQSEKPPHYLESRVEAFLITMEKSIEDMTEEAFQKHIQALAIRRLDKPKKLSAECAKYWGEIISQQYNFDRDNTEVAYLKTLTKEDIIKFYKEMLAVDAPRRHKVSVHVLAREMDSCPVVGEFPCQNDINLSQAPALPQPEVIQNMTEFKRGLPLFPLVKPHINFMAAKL
SUMO HTRF inh: inhibitors of in vitro SUMOylation cascade, primary screen, biochemical, HTRF, uHTS | HTRF SUMOylation assay, SAE1/SAE2 + UBC9 | inhibition, % at 35 µM | 290,000 compounds, 0.36% hits | AID 2006, 2009; in the data active = inhibition above about 50%, passing the limit was not always enough; also: strong numbers were not always called active
VIM-2 inhibitor: VIM-2 metallo-beta-lactamase inhibitors, primary screen, biochemical, epi-absorbance readout, Pseudomonas aeruginosa enzyme; 290,000 compounds, 0.89% hits; inhibition, % at 5.6 µM; AID 1527, 2009; purified VIM-2, nitrocefin hydrolysis, epi-absorbance fluorescence;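 active = inhibition above the mean of all tested compounds plus 3 SD, cutoff set per screening run, cut at about 7.5% in these data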;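 also: red hydrolysis product quenches plate fluorescence so inhibitors raise well fluorescence; 0% = enzyme with DMSO and 100% = DMSO without enzyme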
NS3 helicase inh: inhibitors of HCV NS3 helicase, primary screen, biochemical, Cy5 molecular beacon fluorescence. inhibition, % at 10.9 µM. Hepatitis C virus NS3 helicase. 290,000 compounds, 0.56% hits. AID 1800, 2009. NS3 helicase DNA unwinding;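 active = inhibition above the mean of all tested compounds plus 3 SD, set per campaign, cut at about 35% in these data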;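 also: 0% = DMSO wells and 100% = thioflavine S control wells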
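System: Hepatitis C virus NS3 helicase domain fragment enzyme | Reagent: Annealed dual-labelled DNA beacon duplex, ATP-started | Compound dosing: 10.9 µM single point, 0.8% DMSO | Incubation: 1 h reaction at 25 °C, ATP-initiated | Technique: Cy5 fluorescence | Evaluation: Percent inhibition from t60/t0 fluorescence ratio | Benchmarks: Low DMSO, high thioflavine S at 110 µM | Replication: Singlicate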
IDE cell inh: human IDE inhibitors in live cells, primary screen, fluorescence polarization, HEK cells, FAbetaB substrate | FAbetaB cleavage | 320,000 compounds, 0.41% hits | Insulin-degrading enzyme (Homo sapiens), P14735 | inhibition, % at 5.59 µM;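 active = percent inhibition above the average of all tested compounds plus 3 SD, set per screening campaign, cut at about 16% in these data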;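 also: IDE supplied by intact live HEK cells; FP after avidin binding of uncleaved biotin substrate so inhibition keeps polarization high; 0% = DMSO wells and 100% = 60 µM reference IDE inhibitor Ii1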
IMP-1 inh: IMP-1 metallo-beta-lactamase inhibitors, primary screen, biochemical, epi-absorbance readout, Pseudomonas aeruginosa enzyme; metallo-beta-lactamase IMP-1 (Pseudomonas aeruginosa); 290,000 compounds, 0.45% hits; inhibition, % at 5.6 µM; purified IMP-1, nitrocefin hydrolysis, epi-absorbance fluorescence; AID 1556, 2009;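 active = inhibition above the mean plus 3 SD of all compounds in the same screening run, cut at about 4.5% in these data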;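 also: 0% = IMP-1 with DMSO and 100% = DMSO wells lacking enzyme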
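System – purified recombinant IMP-1 beta-lactamase · Input – IMP-1 dispensed at 0.2 nM · Timing – 15 min preincubation plus 25 min reaction at 25 °C · Signal – Epi-absorbance fluorescence, 480 nm excitation, 530 nm emission · Measure – percent IMP-1 inhibition derived from blank-referenced optical density · Controls – Enzyme-plus-DMSO low control, enzyme-free DMSO high control · Replication – singlicate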
pCIP destab: p/CIP-EGFP fusion destabilizers, primary screen, fluorescence, F442A cells; decrease of EGFP signal, % at 10 µM; 290,000 compounds, 0.01% hits; 16 h; Q05BA5; AID 1984, 2009;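 active = EGFP signal decrease of at least 30% at 10 µM or well 3 SD below plate mean, unless failing retest; inactive = the rest, including hits failing retest or dose response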; also: some compounds called inactive have numbers as strong as hits; many of its hits are not listed in these tables
Numbers without * were called inactive; · = no result given. Not a hit list (roughly 3.2% active in at least one column).

Start of the data: the first 3 records (preview)
GalR3 antag	CRFBP-R2 block	IDE act	SUMO HTRF inh	VIM-2 inhibitor	NS3 helicase inh	IDE cell inh	IMP-1 inh	pCIP destab	smiles
-9	7	2	-2	-1.0	-6	1	-4.5	6	COC(=O)c1ccc(/C=N/n2c(C)nc3ccccc3c2=O)cc1
-4	0	-1	·	·	·	-2	·	·	CC(C)(C)OC(=O)C[C@@H]1C/C=C\C[C@H](CC(=O)N[C@@H](CO)Cc2ccccc2)C(=O)N[C@H](C(C)(C)C)COC1=O
-8	7	3	-2	-2.0	-26	3	-1.2	0	COc1ccc(N(CC(=O)N/N=C/c2ccccc2OC)S(=O)(=O)c2ccccc2)cc1

Main list, from the start:
GalR3 antag	CRFBP-R2 block	IDE act	SUMO HTRF inh	VIM-2 inhibitor	NS3 helicase inh	IDE cell inh	IMP-1 inh	pCIP destab	smiles
-9	7	2	-2	-1.0	-6	1	-4.5	6	COC(=O)c1ccc(/C=N/n2c(C)nc3ccccc3c2=O)cc1
-4	0	-1	·	·	·	-2	·	·	CC(C)(C)OC(=O)C[C@@H]1C/C=C\C[C@H](CC(=O)N[C@@H](CO)Cc2ccccc2)C(=O)N[C@H](C(C)(C)C)COC1=O
-8	7	3	-2	-2.0	-26	3	-1.2	0	COc1ccc(N(CC(=O)N/N=C/c2ccccc2OC)S(=O)(=O)c2ccccc2)cc1
0	3	0	2	-2.4	9	4	2.8	5	C=CCNC(=S)NNC(=O)c1ccc(Br)o1
·	1	5	-5	-0.7	-6	0	-1.7	-10	CN1CCc2c(sc(NC(=O)C3CCCCC3)c2C(N)=O)C1
3	2	-12	9	-0.8	0	19*	-1.7	6	Cc1ccc(-n2c(SCC(=O)N3CCOCC3)nnc2-c2cccnc2)cc1C
-7	26	5	-12	-1.2	-2	1	-2.5	-7	Cc1ccccc1Nc1nc(N)nc(CSc2ccc(F)cc2)n1
·	·	·	-25	2.3	-14	·	-3.0	1	Cn1c(=O)c2[nH]c(-c3ccccc3)nc2n(C)c1=O
-9	6	-2	2	1.7	-2	4	-2.0	10	Cc1ccccc1CN1CCN(C(=O)c2ccco2)CC1
-11	1	3	1	0.6	-7	-8	-0.9	-5	CCCc1nc2ccccc2c(=O)n1CCc1ccccc1
-7	18	3	-3	-3.3	-1	-1	-2.1	-7	COc1ccc(C(=O)CCN2CCN(c3ccccc3F)CC2)cc1
-7	-22	3	-8	0.4	4	-7	0.8	-6	CC(NC(=O)c1ccccc1NC(=O)CN1CCc2ccccc2C1)c1ccccc1 (stereo unspecified)
-3	-4	6	6	-1.9	3	-2	-4.8	2	COc1ccc(OC)c(S(=O)(=O)N(C)CC(=O)N2CCOCC2)c1
0	-4	7	-21	-0.5	-6	-8	-1.6	-4	CCCOc1ccc(N2CC(C(=O)Nc3ccccn3)CC2=O)cc1 (stereo unspecified)
-1	-7	2	-18	-2.7	12	-9	-3.9	9	COc1cc(S(=O)(=O)Nc2ccc(C)cc2)ccc1NC(=O)c1ccncc1

GalR3 antag	CRFBP-R2 block	IDE act	SUMO HTRF inh	VIM-2 inhibitor	NS3 helicase inh	IDE cell inh	IMP-1 inh	pCIP destab	smiles
-10	2	6	10	-6.4	8	2	-3.0	-1	COc1ccc(NS(=O)(=O)c2ccc3oc(=O)c4[nH]c(=O)c(=O)n(C)c4c3c2)cc1
2	-36	3	-4	-2.5	4	-2	-0.6	-6	CCOC(=O)c1nnc(-c2ccccc2)nc1Sc1c(Cl)cccc1Cl
-3	-7	-3	·	·	·	4	·	·	OCCOCCn1c(C(CO)Nc2nc(-c3ccccc3Br)cs2)nc2ccccc21 (stereo unspecified)
-1	2	-1	9	-2.3	-4	-1	-0.9	-7	Nc1ccnn1Cc1ccc(Br)s1
-4	10	0	0	-6.8	6	5	-3.0	2	CCN(CC(=O)NCc1cccs1)C(=O)c1cc(S(=O)(=O)N2CCOCC2)ccc1C
-7	-4	1	11	-4.4	8	0	-5.2	-1	CCOC(=O)C1CN(S(=O)(=O)c2ccc(C)cc2)CCN1S(=O)(=O)c1ccc(C)cc1 (stereo unspecified)
·	·	·	-18	-1.6	-67	8	-3.3	-11	C#CCOCCOCCOCCNc1nc(N2CCN(C(=O)[C@H](Cc3cc4ccccc4[nH]3)n3cc([C@@H](N)C(C)CC)nn3)CC2)nc(N2CCN(C(=O)[C@H](CCCCN)n3cc([C@@H](N)CO)nn3)CC2)n1 (stereo partly specified)
-3	-13	4	2	-4.2	-2	-1	-3.4	-10	O=C1COc2ccccc2N1Cc1ccccc1Cl
-7	34	6	-1	-2.2	1	9	-2.1	-1	C=CCNc1nc(Nc2ccccc2F)nc(OCC)n1
-1	-12	4	38	-0.5	-5	0	-1.0	-14	Clc1cccc(Nc2nc(-c3ccncc3)nc3ccccc23)c1
-5	18	3	-7	1.6	2	4	-4.8	9	COc1ccc(-c2noc3c2-c2nc(-c4c(F)cccc4F)sc2CC3)cc1
-6	-1	8	21	-1.2	6	-1	-4.7	-11	Cn1nnnc1SCCNCc1cccc2ccccc12
0	19	0	12	-3.0	13	8	-1.8	-7	CCOC(=O)C1CCCc2c1[nH]c1c(C(=O)O)cccc21 (stereo unspecified)
1	8	0	26	-2.1	3	0	-1.7	-4	C=C1C(O)C[C@H]2C(=C)CCC3[C@H](OC(=O)[C@]3(O)CO)[C@@H]12 (stereo partly specified)
-4	-3	5	45	0.1	-3	·	1.0	-12	N#C/C(=C\Nc1ccc2cn[nH]c2c1)c1nc(-c2ccccc2)cs1

A different layout for part of the listing above.
structure | GalR3 antag | CRFBP-R2 block | IDE act | SUMO HTRF inh | VIM-2 inhibitor | NS3 helicase inh | IDE cell inh | IMP-1 inh | pCIP destab
CCOC(=O)c1nnc(-c2ccccc2)nc1Sc1c(Cl)cccc1Cl | 2 | -36 | 3 | -4 | -2.5 | 4 | -2 | -0.6 | -6
OCCOCCn1c(C(CO)Nc2nc(-c3ccccc3Br)cs2)nc2ccccc21 (stereo unspecified) | -3 | -7 | -3 | · | · | · | 4 | · | ·

Next section.
GalR3 antag	CRFBP-R2 block	IDE act	SUMO HTRF inh	VIM-2 inhibitor	NS3 helicase inh	IDE cell inh	IMP-1 inh	pCIP destab	smiles
3	10	-1	-5	0.1	-3	0	0.5	0	O=C(NCc1cc(C(F)(F)F)cc(C(F)(F)F)c1)C1CC(c2cccc([N+](=O)[O-])c2)=NO1 (stereo unspecified)
1	0	-2	9	-2.6	0	0	-1.4	-11	O=CN1CCN(C(=O)c2ccccc2Cl)CC1
-7	-2	1	6	-2.0	8	·	-3.5	0	Cc1nc(SCc2ccc(Cl)c(Cl)c2)n[nH]1
4	-4	-4	16	0.0	4	2	0.8	-8	COC(=O)COc1ccc(=O)n(-c2ccccc2)n1
-12	-3	2	·	·	·	2	·	·	COc1ccc(O)c(C(=O)c2cnn(S(=O)(=O)c3ccc(C)cc3)c2)c1
0	10	4	25	-3.4	-21	0	-3.5	-7	Cc1ccc(CNC(=O)CN(Cc2cccs2)C(=O)C2(C)CC(=O)N=C3C=CC=CN32)cc1 (stereo unspecified)
1	11	5	-7	-3.4	0	2	-1.7	2	Cc1ccc(-n2c(CNc3ccc(F)cc3)nnc2SCC(=O)N2CCCC2)cc1
2	17	0	2	0.5	-9	0	-6.2	5	c1ccc(-c2nnc(CN3CCCc4ccccc43)o2)cc1
0	8	6	11	-0.4	-2	-1	-0.8	4	N#Cc1nc(Cl)c(Cl)c(NN)c1Cl
-5	-5	3	6	-1.0	-7	-6	0.3	-8	Oc1ccc(Cl)cc1CNCC1CCCO1 (stereo unspecified)
-5	6	4	12	-4.6	9	3	-3.2	-6	CCOC(=O)c1cnc(Nc2nc3ccccc3o2)nc1CSC(=S)N1CCCCC1
-5	10	8	26	-1.5	13	0	-1.1	1	COC(=O)c1ccccc1NC(=S)N1CCOCC1
2	-16	2	-9	-4.2	-13	·	-2.5	10	C/C(=N/NC(=O)c1cc(-c2ccccc2)nc2c(Cl)cccc12)c1cccnc1
-4	1	6	·	·	·	-2	·	·	COCCN(C(=O)COC(=O)CSc1ccccc1)c1c(N)n(Cc2ccccc2)c(=O)[nH]c1=O

Some of the entries above in a different format:
| Compound | GalR3 antag | CRFBP-R2 block | IDE act | SUMO HTRF inh | VIM-2 inhibitor | NS3 helicase inh | IDE cell inh | IMP-1 inh | pCIP destab |
| --- | --- | --- | --- | --- | --- | --- | --- | --- | --- |
| c1ccc(-c2nnc(CN3CCCc4ccccc43)o2)cc1 | 2 | 17 | 0 | 2 | 0.5 | -9 | 0 | -6.2 | 5 |
| N#Cc1nc(Cl)c(Cl)c(NN)c1Cl | 0 | 8 | 6 | 11 | -0.4 | -2 | -1 | -0.8 | 4 |

Reprinted at random: 3 records from the list
GalR3 antag	CRFBP-R2 block	IDE act	SUMO HTRF inh	VIM-2 inhibitor	NS3 helicase inh	IDE cell inh	IMP-1 inh	pCIP destab	smiles
4	-4	-4	16	0.0	4	2	0.8	-8	COC(=O)COc1ccc(=O)n(-c2ccccc2)n1
-5	-5	3	6	-1.0	-7	-6	0.3	-8	Oc1ccc(Cl)cc1CNCC1CCCO1 (stereo unspecified)
1	11	5	-7	-3.4	0	2	-1.7	2	Cc1ccc(-n2c(CNc3ccc(F)cc3)nnc2SCC(=O)N2CCCC2)cc1
